Source: PubChem BioAssay
MITF act = increases MITF-driven TRPM1 promoter luciferase signal. SK-MEL-5 TRPM1-promoter luciferase, 24 h; % of positive control, neutral wells = 0. activation, % at 12.5 µM. 0.75% of 300,000 active. AID 588334;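 active = mean activation of at least 80% with every replicate also reaching 80%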;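 note: 0% = neutral control wells and 100% = parthenolide positive control wells; values of inactives mirror those of a sister screen read the other way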
CAL PDZ FP-1 = blocks peptide binding to human CAL PDZ domain. Q9HD26. purified CAL PDZ, TMR-peptide fluorescence polarization, 1 h. inhibition, % at 20 µM. 0.02% of 330,000 active. AID 504414;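 active = highest replicate inhibition of at least 40%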;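 note: plate controls were DMSO neutral control wells for no effect and unlabeled competitor peptide control wells for full effect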
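Material – purified CerCALP PDZ construct · Detection – FP readout, S and P plane fluorescence · Measure – percent inhibition from loss of millipolarization · Controls – unlabelled peptide for full inhibition, DMSO wells as neutral · Probe or stimulus – TMR-labelled reporter peptide T*-PRC34 bound in PDZ groove · Times – 1 h at RT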
CAL PDZ FP-2 = CAL PDZ (human) peptide binding inhibition. purified CAL PDZ, TMR-peptide fluorescence polarization, 1 h. inhibition, % at 24.9 µM. 0.92% of 300,000 active. Q9HD26. AID 602252;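 active = mean inhibition of at least 30% with at least half of replicates also reaching 30%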;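 note: 0% = DMSO neutral control and 100% = excess unlabeled competitor peptide PRC23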
phage Ecoli inh = E. coli growth loss with phage present. growth absorbance. inhibition, % at 11.9 µM. 0.26% of 360,000 active. AID 651602; in the data active = inhibition above about 11%
E coli growth = reduces bacterial viability in AddAB counter-screen | E. coli V3065 growth, OD600 absorbance, 18 h | inhibition, % at 11.9 µM | 0.27% of 330,000 active | AID 449728;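 active = inhibition above the campaign's mean inhibition across all tested compounds plus 3 SD, cut at about 9.9% in these data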;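 note: uninfected addAB+ strain grown without phage in ampicillin broth; 0% = DMSO wells and 100% = ciprofloxacin 0.95 µg/ml wells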
AddAB inh = less growth of phage-infected E. coli with AddAB | E. coli expressing H. pylori AddAB, absorbance growth | inhibition, % at 11.9 µM | 0.29% of 330,000 active | AID 435030; in the data active = inhibition above about 12%;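 note: 0% = vehicle wells of infected cells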
Tat export inh = E. coli Tat transport inhibition; E. coli MC4100 TorA-mCherry Tat export, fluorescence; 0.036% of 340,000 active; inhibition, % at 10 µM;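 active = mean replicate inhibition at least 50% and at least half of replicates individually reaching 50%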;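 note: exported cargo escapes ClpAP degradation while cytoplasmic cargo is degraded and loses fluorescence; 0% = median of neutral control wells and 100% = median of NaSCN control wells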
Wnt bcat act = activates Wnt/beta-catenin signaling in a reporter cell assay; activator, plate reader; activation, % at 9.35 µM; 1.2% of 300,000 active; AID 743398; in the data active = activation above about 30%, passing the limit was not always enough;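 note: 0% = neutral control wells and 100% = positive control wells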
SR-BI uptake up = SR-BI HDL lipid transfer activation | AID 504775 | activation, % at 12.5 µM | 0.096% of 320,000 active | CHO ldlA[mSR-BI] cells, DiI-HDL uptake fluorescence, 3 h; 100 = double the neutral-control signal;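 active = mean replicate activation of at least 60% and every replicate at or above 60%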;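 note: 0% = median plate neutral-control signal and 100% = twice that signal; values of inactives mirror those of a sister screen read the other way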
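Test system: SR-BI-overexpressing, LDLR-lacking CHO cells; Also added: labelled HDL, 10 µg/mL; Measured by: bottom-read cell fluorescence after medium removal, ex 550/em 595 nm; Timing: 3 h uptake period with compound, 37 °C; Buffer or medium: F12, 0.5% BSA, 25 mM HEPES; Doses: single compound concentration, delivered by pin transfer.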
SR-BI DiI inh = mouse SR-BI HDL lipid transfer inhibition; ldlA[mSR-BI] CHO cells, DiI-HDL uptake fluorescence, 3 h; 0.96% of 320,000 active; inhibition, % at 12.5 µM; Q61009;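 active = mean replicate inhibition of at least 70% and a set share of replicates each scoring 70 or more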;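 note: 0% = median of neutral control wells and 100% = median of positive control wells; values of inactives mirror those of a sister screen read the other way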
Target sequence (Q61009 whole entry, looked up): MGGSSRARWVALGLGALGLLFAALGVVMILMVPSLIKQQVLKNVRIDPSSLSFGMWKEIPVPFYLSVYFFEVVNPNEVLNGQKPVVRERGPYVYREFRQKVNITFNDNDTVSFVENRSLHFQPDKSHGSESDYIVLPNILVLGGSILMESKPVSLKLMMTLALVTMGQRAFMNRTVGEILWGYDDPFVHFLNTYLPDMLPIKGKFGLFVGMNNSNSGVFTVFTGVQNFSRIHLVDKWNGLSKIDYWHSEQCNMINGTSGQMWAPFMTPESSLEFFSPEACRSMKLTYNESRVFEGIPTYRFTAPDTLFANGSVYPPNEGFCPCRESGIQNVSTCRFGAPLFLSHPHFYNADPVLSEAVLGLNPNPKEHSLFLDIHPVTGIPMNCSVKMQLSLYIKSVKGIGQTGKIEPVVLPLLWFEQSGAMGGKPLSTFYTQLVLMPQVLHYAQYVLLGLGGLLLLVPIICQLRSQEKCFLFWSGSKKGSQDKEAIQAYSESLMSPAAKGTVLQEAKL
* marks the source's active call; other numbers are inactive results; · = not tested or not shown.

SMILES	MITF act	CAL PDZ FP-1	CAL PDZ FP-2	phage Ecoli inh	E coli growth	AddAB inh	Tat export inh	Wnt bcat act	SR-BI uptake up	SR-BI DiI inh
CCCCOC(=O)Nc1nc(CC(=O)OCC)cs1	-3	-1.6	-2	2.9	0.2	-0.2	1	·	-5	5
C[C@@H](C(=O)Nc1ccc2c(c1)OCCO2)n1nnc2ccccc2c1=O	101*	-3.1	3	2.6	-1.4	0.5	2	24	11	-11
Cc1sc2ncnc(SC(C)C(=O)N3c4ccccc4Sc4ccccc43)c2c1C (centres undefined)	-7	-0.4	-1	0.2	-0.6	5.6	13	-12	-20	20
COc1ccccc1C(=O)NNC(=O)CN1C(=O)c2ccccc2C1=O	6	-2.0	-2	3.7	1.6	4.0	-2	-1	50	-50
Cn1c(-c2ccc(Cl)cc2)cnc1NCc1cc2c(cc1[N+](=O)[O-])OCO2	-10	0.3	-2	1.6	-0.9	-0.5	-12	0	-15	15
O=C(NCc1ccccc1)C1=C[C@H](c2coc3ccccc3c2=O)C[C@H](OCCCCO)O1	1	0.4	1	2.1	2.0	3.9	7	0	15	-15
O=C(NCCC(c1ccccc1)c1ccccc1)c1cnc2sccn2c1=O	1	-1.4	·	4.4	-0.3	0.2	-1	-2	15	-15
CC(C)(C)c1cc(C(=O)NNC(=O)Nc2ccccc2)n(Cc2ccccc2)n1	-5	-1.2	-3	1.8	-1.9	0.7	-16	-4	5	-5
CCC(=O)c1ccc(OCC(O)Cn2nc(C)c(C(C)=O)c2C)cc1 (centres undefined)	-1	-2.3	-2	4.0	1.6	-0.2	0	-3	-4	4
CCCCn1c(SCC(=O)Nc2cc(C)on2)nc2ccccc2c1=O	6	-2.8	·	3.6	0.8	0.3	10	·	26	-26
CN(CC(=O)Nc1cccc(F)c1)C(=O)c1cccnc1Sc1ccccc1Cl	5	-0.4	2	4.8	-1.6	-0.2	13	0	-12	12
CSCC[C@H](NC(=O)NCc1ccc(F)cc1)C(=O)O	5	0.4	-1	1.3	0.7	-0.4	4	·	-1	1
CC(C)CN=Cc1c(O)c([N+](=O)[O-])cc2oc3c(c12)CCCC3	-4	-1.1	2	6.7	-0.8	1.6	-5	-9	-24	24
CSc1nc(-c2ccccc2F)c(C#N)c(=O)n1C	14	-0.4	·	2.1	2.3	1.9	-1	0	-1	1
O=C(c1sc2cc([N+](=O)[O-])ccc2c1Cl)N1CCCCC1	9	-0.8	-5	0.9	3.8	1.5	-3	-1	-9	9
Cc1ccc(-n2nc3c(c2NC(=O)c2ccc(S(=O)(=O)N4CCOCC4)cc2)CSC3)c(C)c1	-6	-2.1	-4	·	-0.1	-1.5	-6	·	12	-12
CCOC(=O)c1ccc(N2C(=O)CC(N(C)CCc3ccc(OC)c(OC)c3)C2=O)cc1 (centres undefined)	-1	-0.1	-3	2.1	1.0	-2.5	6	·	-12	12
O=C(CN1CCN(c2ccc(O)cc2)CC1)Nc1ccc(-c2ccccc2)cc1	-3	-0.6	·	0.8	0.4	2.7	3	-1	·	·
COc1cc(OC)c(C2SCCCS2)cc1OC	-6	0.3	2	2.5	-2.2	-0.7	-2	1	4	-4
Nc1nc(SCc2ccc(Br)cc2)[nH]c(=O)c1-c1ccccc1	12	0.2	0	5.4	2.8	2.5	20	0	21	-21

Ordered by the number under CAL PDZ FP-2 (rising): 3 from the list above.
Molecule | MITF act | CAL PDZ FP-1 | CAL PDZ FP-2 | phage Ecoli inh | AddAB inh | Tat export inh | Wnt bcat act | SR-BI uptake up | SR-BI DiI inh
COc1ccccc1C(=O)NNC(=O)CN1C(=O)c2ccccc2C1=O | 6 | -2.0 | -2 | 3.7 | 4.0 | -2 | -1 | 50 | -50
O=C(NCc1ccccc1)C1=C[C@H](c2coc3ccccc3c2=O)C[C@H](OCCCCO)O1 | 1 | 0.4 | 1 | 2.1 | 3.9 | 7 | 0 | 15 | -15
C[C@@H](C(=O)Nc1ccc2c(c1)OCCO2)n1nnc2ccccc2c1=O | 101* | -3.1 | 3 | 2.6 | 0.5 | 2 | 24 | 11 | -11

Additional records:
SMILES	MITF act	CAL PDZ FP-1	CAL PDZ FP-2	phage Ecoli inh	E coli growth	AddAB inh	Tat export inh	Wnt bcat act	SR-BI uptake up	SR-BI DiI inh
O=C(COC(=O)C1CCCCC1)Nc1ccc(S(=O)(=O)N2CCOCC2)cc1	-10	-2.0	-3	-0.6	0.3	0.3	2	-1	25	-25
ON(Cc1c(F)cccc1Cl)Cc1c(F)cccc1Cl	-1	-0.8	-2	1.9	-1.6	-0.6	0	-3	9	-9
COCc1nnc(NC(=O)C2CC(=O)N(c3ccc(C)c(Cl)c3)C2)s1 (centres undefined)	-9	-1.5	-1	-1.2	-0.1	-0.1	5	-1	0	0
CC(=O)ON1C(C)(C)CC(OC(=O)c2ccccc2)CC1(C)C	0	·	-2	0.9	-0.7	0.7	-5	-1	10	-10
COc1ccc(C(=O)NCC(=O)OCc2cccc(Br)c2)cc1	1	-1.2	1	1.9	1.2	1.5	7	-1	-9	9
O=C(O)CSC1c2ccccc2C(=O)N1Cc1ccccc1 (centres undefined)	-2	-0.8	-3	0.9	2.2	4.0	23	·	-4	4
CCc1cccc2c(C(=O)CN3C(=O)NC4(CCCCCC4)C3=O)c[nH]c12	102*	-1.4	-1	1.8	1.6	1.3	5	-2	6	-6
COc1ccc(F)cc1C(=O)C1CCCN(Cc2c(C)n(C)n(-c3ccccc3)c2=O)C1 (centres undefined)	-4	0.0	-1	3.7	0.5	2.3	-7	-14	8	-8
O=C(Nc1ccccc1C(=O)N1CCN(Cc2ccccc2)CC1)c1ccc(F)cc1	4	-0.8	-6	0.7	1.8	-1.2	2	0	2	-2
O=C(CN(C(=O)c1csnn1)c1cccc2ccccc12)NCc1ccc(F)cc1	3	-4.8	-4	4.5	0.4	2.5	-4	-4	2	-2
Cc1cc(C(=O)CSC(C)c2nc3ccccc3c(=O)[nH]2)c(C)n1C (centres undefined)	-4	·	11	4.0	-0.5	3.2	-2	-4	7	-7
Cc1ccc2oc(=O)c(/C=C(\O)c3ccco3)nc2c1	·	0.9	0	2.2	2.3	6.7	1	3	19	-19
Cc1ccc(C)c(CSCC(=O)NCc2cccs2)c1	3	-0.7	·	3.1	2.7	4.2	6	-2	19	-19
Cc1ccc(C(=O)N2CC(=O)Nc3ccc(F)cc3C2c2ccccc2)cc1 (centres undefined)	-5	-0.6	-3	-0.9	0.6	0.4	3	-1	2	-2
CCNNC(=O)C(O)(Cc1ccccc1)Cc1ccccc1	-6	-0.6	-4	1.3	-1.2	-0.6	5	0	-2	2
COc1ccc(S(=O)(=O)N2CCOCC2)cc1NC(=O)c1ccncc1	-6	-0.5	5	6.7	-3.3	2.6	-3	0	6	-6
CCCCCn1c(=O)[nH]c2cc(C(=O)N3CCN(Cc4ccc5c(c4)OCO5)CC3)ccc2c1=O	·	-4.0	-1	-0.8	-1.8	3.0	1	-16	-37	37
O=C(NCc1cccnc1)c1ccc(NS(=O)(=O)c2cccc([N+](=O)[O-])c2)cc1	-12	-0.7	2	0.5	0.6	0.2	13	-1	16	-16
O=C(Nc1ccc([N+](=O)[O-])cc1Br)c1cc2ccccc2nc1Cl	4	0.0	7	1.1	0.3	-1.3	-8	-1	-1	1
O=C(Oc1cccc2cccnc12)c1ccc(Br)o1	-11	-2.0	·	3.9	-2.5	1.9	-10	-4	47	-47
COc1ccc(-c2cc(C(=O)NCCc3ccc(S(N)(=O)=O)cc3)c3ccccc3n2)cc1	22	-1.3	1	0.6	-1.8	0.5	-2	0	-56	56
CCOC(=O)CSCc1nc(-c2ccc(Cl)cc2)oc1C	7	-0.9	·	4.2	-1.0	1.8	9	-4	2	-2
CC1Cc2ccccc2N1C(=O)COC(=O)c1ccc(O)cc1 (centres undefined)	2	-1.8	-6	0.3	1.8	-0.3	4	1	·	·
CCOc1cc(/C=N\NC(=O)Cn2nc([N+](=O)[O-])cc2C)ccc1OCc1cccc2ccccc12	11	-1.8	-4	2.2	-2.6	-2.2	-1	-4	-52	52
O=C(CSc1ccccn1)c1ccc(F)cc1	58	-2.4	-4	0.2	-1.6	0.8	-5	·	33	-33
Cc1ccc(NC(=O)C(C)Sc2nc(=O)cc(N)n2-c2ccccc2)cc1 (centres undefined)	4	-0.7	·	1.6	1.8	0.2	0	9	-30	30
O=C(CSc1cc(Cl)ccc1Cl)NCC1CCCO1 (centres undefined)	-9	-0.4	-1	4.0	-1.0	-1.6	-7	·	35	-35
CC1(C)CC2CC(C)(CN2C(=O)COC(=O)c2n[nH]c(=O)c3ccccc23)C1 (centres undefined)	-3	1.2	-3	2.2	2.6	0.2	7	·	26	-26
Cc1ccc(S(=O)(=O)N(C)C)cc1NC(=O)CCNC(=O)c1ccccc1Cl	7	0.1	15	1.6	1.6	3.2	1	·	-11	11
CC(C)OC(=O)c1c(F)c(F)c(N2CCOCC2)c(F)c1F	23	-2.3	-1	1.1	1.1	-0.6	-5	0	-24	24
CCN1CCN(c2cc(C)c3cc(NC(=O)c4cc(OC)cc(OC)c4)ccc3n2)CC1	7	0.5	6	0.5	-2.0	-1.6	2	32*	·	·
Cc1cc(C)c(NC(=O)Cn2nnc(C(=O)Nc3ccc(F)cc3F)c2N)c(C)c1	6	-0.7	-1	2.2	-1.4	2.7	-6	4	13	-13
Cc1nnn(C23CC4CC(CC(CC(=O)Nc5ccc(C)c(C)c5)(C4)C2)C3)n1	4	-1.1	·	5.9	-0.6	0.8	7	-2	-9	9
COc1ccc(C2NC(Cc3ccccc3)(C(=O)O)C3C(=O)N(c4ccccc4OC)C(=O)C23)cc1 (centres undefined)	-2	-1.2	1	2.5	0.6	1.9	-9	·	-4	4
Cc1ccc(S(=O)(=O)N2CC=C(c3c(C)n(C)c4ccccc34)CC2)cc1	0	0.1	-3	0.7	-3.3	-0.3	6	-3	24	-24
O=C(CCc1nnc2n(Cc3ccc(F)cc3)c(=O)c3ccccc3n12)NCCCN1CCOCC1	-2	-2.1	-1	-2.2	-0.1	3.6	-5	0	2	-2
CC(C)C(=O)N1CCN(c2ccccc2NC(=S)NC(=O)Cc2ccccc2)CC1	-11	-2.0	-1	0.9	0.7	1.2	8	-3	-32	32
CCNCC(=O)N1c2ccccc2CCc2ccc(NC(=O)OCC)cc21	2	-1.3	-4	·	-0.7	-3.2	0	·	-3	3
COc1ccccc1C1=NC(c2ccc(F)cc2)N=C1C (centres undefined)	15	-2.3	3	4.5	2.1	-0.6	12	12	-39	39
CC[C@@H](C)[C@H](CN[C@H](CNC)[C@@H](C)O)NCCc1ccc(OC)cc1	20	0.2	-6	-2.4	-2.0	-0.1	6	-4	1	-1
CCOc1ccccc1CNS(=O)(=O)c1cc(-c2cc(C)no2)ccc1OC	-3	-3.2	0	2.1	0.6	0.3	-4	-1	-17	17
Cc1ccc(NC(=O)COC(=O)CCc2nc3ccccc3n2-c2ccccc2)c(C)c1	4	-1.4	0	3.2	0.3	-1.3	3	·	11	-11
c1ccc(-n2ncc3c2ncn2nc(CSc4nc5ccccc5s4)nc32)cc1	-22	-2.5	-5	3.2	-0.6	4.3	0	·	-13	13
Oc1c(Cl)cc(Oc2cc(Cl)c(O)c(CN3CCOCC3)c2)cc1CN1CCOCC1	-3	-0.6	4	1.6	·	·	-2	-3	-34	34
CNC(=O)c1c(Cl)cnn1-c1ccc(C)cc1	56	-0.9	-3	5.7	0.6	-0.4	3	12	11	-11
